APP 5'UTR act = activators of APP 5'UTR luciferase reporter, primary screen, SH-SY5Y cells; SH-SY5Y APP 5'UTR luciferase reporter, luminescence; zero percent = DMSO vehicle wells; activation, % at 2 µM; actives 1% (n = 190,000);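 active = activation above a set limit, based on mean plus 3 SD of controls, cut at about 140% in these data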; note: values of inactives mirror those of a sister screen read the other way
FLuc inhib CS = firefly luciferase enzyme inhibitors, primary screen, artefact control for luciferase-based inhibitor screens, biochemical, luminescence, ATPLite; Luciferin 4-monooxygenase (Photinus pyralis), P08659; actives 1.5% (n = 200,000); 10 min; AID 1006, 2008; inhibition, % at 10 µM;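 active = inhibition above about 50% when tested at 10 µM, limit read from the data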
Target sequence (P08659 whole entry, looked up): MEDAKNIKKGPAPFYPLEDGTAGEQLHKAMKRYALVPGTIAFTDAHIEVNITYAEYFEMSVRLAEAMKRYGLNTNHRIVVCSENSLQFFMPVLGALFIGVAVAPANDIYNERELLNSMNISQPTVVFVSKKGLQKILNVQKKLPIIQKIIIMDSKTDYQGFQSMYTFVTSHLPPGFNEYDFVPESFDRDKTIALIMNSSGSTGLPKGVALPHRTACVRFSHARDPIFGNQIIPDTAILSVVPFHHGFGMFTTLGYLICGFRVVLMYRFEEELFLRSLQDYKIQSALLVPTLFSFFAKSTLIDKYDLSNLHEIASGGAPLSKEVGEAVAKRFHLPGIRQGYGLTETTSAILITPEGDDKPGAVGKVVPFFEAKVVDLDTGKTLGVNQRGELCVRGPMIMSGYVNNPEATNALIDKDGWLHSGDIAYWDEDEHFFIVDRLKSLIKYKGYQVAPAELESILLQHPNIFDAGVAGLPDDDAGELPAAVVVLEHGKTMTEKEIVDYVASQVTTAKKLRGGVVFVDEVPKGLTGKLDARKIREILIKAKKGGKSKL
NF-kB neuron act = activators of NF-kB expression in neurons, primary screen, cell-based, HTS; human neuronal cells, NF-kB reporter expression; active compounds read high; fold change at 12.5 µM; actives 1.6% (n = 190,000); in the data active = fold change above about 3.3
STAT3 blocker = IL-6 driven STAT3 reporter inhibitors, primary screen, U3A cells, luciferase, luminescence, MLSCN library; actives 0.89% (n = 190,000); inhibition, % at 5.5 µM; IL-6 STAT3-luciferase reporter; host cell line lacks STAT1;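 active = inhibition above the mean inhibition across all screened compounds plus 3 SD, cut at about 44% in these data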;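 note: 0% = DMSO only wells and 100% = 100 µM nifuroxazide control wells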
RAM network inh = inhibitors of the yeast RAM network, primary screen, dse1pr::URA3 reporter, 5-FOA selection. S. cerevisiae dse1pr::URA3 reporter, 5-FOA growth OD615, 2 d; analog-sensitive cbk1-as2 kinase mutant strain. actives 1.8% (n = 190,000). inhibition, % at 50 µM;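 active = inhibition above a set limit, 3 SD over mean compound inhibition, cut at about 8.4% in these data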;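 note: 0% = DMSO-only wells with no growth and 100% = 10 µM 1-NA-PP1 full growth; inhibition rescues growth on 5-FOA so higher OD means more RAM inhibition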
Hsp70 activator = Hsp70 transcriptional activators, primary screen, cell-based, HeLa, Hsp70 promoter luciferase, luminescence, 10 µM; actives 0.04% (n = 200,000); AID 1203, 2008; HeLa Hsp70 promoter luciferase reporter; scaled: vehicle 0, proteasome-inhibitor control 100%; activation, % at 10 µM;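 active = activation above the mean across all tested compounds plus 3 SD, cutoff set per campaign, cut at about 5.5% in these data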;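 note: 100% = MG132 at 30 µM as the positive control and 0% = DMSO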
STAT3 activator = IL-6 driven STAT3 reporter potentiators, primary screen, U3A cells, luciferase, luminescence, MLSCN library; IL-6 STAT3-luciferase reporter; 100% = signal with IL-6 EC80 alone; activation (% of control), % at 5.6 µM; actives 0.91% (n = 190,000); AID 871, 2007;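 active = activation above the screen-wide mean of compound activation plus 3 SD, cut at about 130% in these data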;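 note: 0% = background luminescence of wells with medium and substrate only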
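Material: human U3A cells carrying STAT3-luciferase construct. Measured by: reporter luminescence signal. Timing: compound 1 h, then IL-6 6 h at 37 °C.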
APP transl inh = inhibitors of APP translation via 5'UTR reporter, primary screen, APP 5'UTR luciferase, SH-SY5Y cells. SH-SY5Y APP 5'UTR-luciferase reporter, luminescence. inhibition, % at 2 µM. actives 0.82% (n = 190,000). AID 1285, 2008;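 active = inhibition above a set limit, derived from the sample mean plus 3 SD, cut at about 45% in these data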; note: values of inactives mirror those of a sister screen read the other way
STAT1 act = STAT1 signaling activators, primary screen, cell-based, HTS, luciferase reporter; actives 2.6% (n = 200,000); activation (% of control), % at 5.5 µM; NIH 3T3 STAT1-luciferase reporter, IFN-gamma, luminescence; 100% = IFN-gamma alone, no compound; AID 932, 2007;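 active = activation above the screen-wide mean activation plus 3 SD, cut at about 130% in these data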;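 note: raw ratio to IFN-gamma control signal so 100% means no change and 0% no light; values of inactives mirror those of a sister screen read the other way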
STAT1 blocker = STAT1 signaling inhibitors, primary screen, cell-based, HTS, luciferase reporter; NIH 3T3 STAT1-luciferase reporter, IFN-gamma, luminescence; inhibition, % at 5.5 µM; actives 0.35% (n = 200,000); AID 920, 2007;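 active = inhibition above a set limit, the mean inhibition across all tested compounds plus 3 SD, cut at about 34% in these data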;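 note: 0% = IFN-gamma with DMSO and 100% = IFN-gamma with 300 µM nifuroxazide; values of inactives mirror those of a sister screen read the other way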
* = called active by the depositor; / = no result given.

1: CCOC(=O)c1[nH]c2ccc(F)cc2c1NC(=O)CCN1CCSCC1
2: CNC(=O)COC(=O)c1ccccc1C(=O)c1ccc(Cl)c([N+](=O)[O-])c1
3: O=C(CSc1nc(O)cc(=O)[nH]1)Nc1ccc2c(c1)CCC2
4: CCCCCCc1cc2cc(S(=O)(=O)c3ccc(C)cc3)c(=O)oc2cc1O
5: COc1ccc(-c2noc(CCC(=O)Nc3cc(Cl)c(OC)cc3OC)n2)cc1
6: Cc1c[nH]c2cccc(OCC(O)CNC(C)(C)C)c12 (stereo not drawn)
7: Cc1ccnc(N=Cc2nc(-c3ccccc3Br)oc2O)c1
8: Cc1ccc2nc(-c3ccccc3)nc(SC(C)C(=O)NCc3cccs3)c2c1 (stereo not drawn)

| screen / no. | 1 | 2 | 3 | 4 | 5 | 6 | 7 | 8 |
| --- | --- | --- | --- | --- | --- | --- | --- | --- |
| APP 5'UTR act | 16 | -55 | 2 | 9 | 10 | 10 | 20 | -4 |
| FLuc inhib CS | -7 | -1 | -10 | -5 | 6 | 0 | 39 | -4 |
| NF-kB neuron act | 1.2 | 0.79 | 0.99 | 0.76 | 0.77 | 1 | 2 | 5* |
| STAT3 blocker | 4 | 19 | 10 | -3 | -1 | -2 | 13 | -1 |
| RAM network inh | 1.2 | 2.6 | 0.8 | 7.1 | 2.9 | 1.1 | 8.2 | 6.8 |
| Hsp70 activator | -0.3 | 3.5 | -0.5 | 0.1 | -0.1 | -0.2 | -0.1 | -0.2 |
| STAT3 activator | 102 | 87 | 98 | 102 | 99 | 106 | 91 | 103 |
| APP transl inh | -16 | 54* | -2 | -9 | -10 | -10 | -20 | 4 |
| STAT1 act | 101 | 74 | 101 | 111 | 98 | 103 | 142* | 96 |
| STAT1 blocker | -2 | 27 | -1 | -12 | 2 | -3 | -47 | 4 |

9: Cc1cc(C#N)c(C)c(SCc2[nH]nc3c2C(c2ccccc2)C(C#N)=C(N)O3)n1 (stereo not drawn)
10: c1ccc2c(c1)OCCOCCOCCOCCOc1ccccc1OCCOCCOCCO2
11: CC(=O)N1CCN(C(=S)NCc2ccccc2)CC1
12: C=CCSc1nnc(-c2cc3c(C(F)(F)F)nn(C)c3s2)n1C
13: CCN(CC)S(=O)(=O)c1ccc(OCC(=O)NCc2ccccc2)cc1
14: C(=N\NC1=Nc2cccc3cccc1c23)/c1cccnc1
15: CC(C)(C)NC(=O)Nc1ccccc1C(N)=O
16: Cc1nn(-c2ccccc2)c(Cl)c1/C=N/NC(=O)c1cccc(S(=O)(=O)N2CCCC2)c1

| screen / no. | 9 | 10 | 11 | 12 | 13 | 14 | 15 | 16 |
| --- | --- | --- | --- | --- | --- | --- | --- | --- |
| APP 5'UTR act | 2 | -6 | 4 | -2 | -2 | 74 | 9 | -8 |
| FLuc inhib CS | 1 | -6 | -1 | -5 | 0 | 60* | -3 | -7 |
| NF-kB neuron act | 1.9 | 0.89 | 1.3 | 1.3 | 0.94 | 1 | 0.91 | 1.6 |
| STAT3 blocker | 6 | 6 | -12 | 12 | 2 | -27 | 4 | 3 |
| RAM network inh | 1.2 | 1.4 | 0.8 | 0.3 | 1.6 | 2.5 | 0.6 | 4.3 |
| Hsp70 activator | 0.1 | -0.2 | -0.2 | -0.1 | 0.9 | 0.2 | 0.7 | -0.3 |
| STAT3 activator | 98 | 97 | 110 | 95 | 102 | 131 | 99 | 100 |
| APP transl inh | -2 | 6 | -4 | 2 | 2 | -74 | -10 | 8 |
| STAT1 act | 94 | 94 | 93 | 97 | 96 | 150* | 101 | 95 |
| STAT1 blocker | 5 | 7 | 8 | 4 | 4 | -54 | -1 | 6 |

The closing four entries of the section above open the next one.
13: CCN(CC)S(=O)(=O)c1ccc(OCC(=O)NCc2ccccc2)cc1
14: C(=N\NC1=Nc2cccc3cccc1c23)/c1cccnc1
15: CC(C)(C)NC(=O)Nc1ccccc1C(N)=O
16: Cc1nn(-c2ccccc2)c(Cl)c1/C=N/NC(=O)c1cccc(S(=O)(=O)N2CCCC2)c1
17: Cc1ccc(S(=O)(=O)NC(C(=O)OCC(=O)NC2CCS(=O)(=O)C2)C(C)C)cc1 (stereo not drawn)
18: CCOC(=O)n1c(=O)oc2cc(S(=O)(=O)N3CCOCC3)ccc21
19: O=C(NCC(=O)N(CCc1ccccc1)C(C(=O)NC1CCCCC1)c1ccncc1)c1ccco1 (stereo not drawn)
20: COC(=O)c1ccc(COc2ccc(/C=N/O)cc2)o1
21: CN(C)S(=O)(=O)c1ccc(N2C(=O)CC2(/C=C/c2ccccc2)C(=O)NC2CCCC2)cc1 (stereo not drawn)
22: CCN1CCN(C(=S)NCC(C)C)CC1
23: COc1ccccc1-c1noc(-c2ccccc2C(=O)N2CCOCC2)n1
24: CC(=O)Nc1ccc(S(=O)(=O)NCC2CCC(C(=O)NCCCN3CCCC3=O)CC2)cc1 (stereo not drawn)

| screen / no. | 13 | 14 | 15 | 16 | 17 | 18 | 19 | 20 | 21 | 22 | 23 | 24 |
| --- | --- | --- | --- | --- | --- | --- | --- | --- | --- | --- | --- | --- |
| APP 5'UTR act | -2 | 74 | 9 | -8 | 18 | -4 | 8 | -11 | -18 | / | -2 | -15 |
| FLuc inhib CS | 0 | 60* | -3 | -7 | 0 | -4 | -8 | 4 | -5 | -10 | -3 | -2 |
| NF-kB neuron act | 0.94 | 1 | 0.91 | 1.6 | 1.2 | 1.2 | 0.94 | 1.6 | 1 | 0.96 | 0.58 | 1.2 |
| STAT3 blocker | 2 | -27 | 4 | 3 | 0 | 6 | 6 | 0 | -1 | 1 | 6 | 2 |
| RAM network inh | 1.6 | 2.5 | 0.6 | 4.3 | 0.5 | 0.4 | -0.8 | 0.6 | 5.5 | 1.9 | 0.9 | 1.3 |
| Hsp70 activator | 0.9 | 0.2 | 0.7 | -0.3 | -0.2 | 0.1 | -0.1 | -0.4 | -0.1 | -0.4 | -0.3 | -0.2 |
| STAT3 activator | 102 | 131 | 99 | 100 | 102 | 98 | 99 | 102 | 101 | 99 | 98 | 102 |
| APP transl inh | 2 | -74 | -10 | 8 | -18 | 4 | -8 | 11 | 18 | / | 2 | 15 |
| STAT1 act | 96 | 150* | 101 | 95 | 106 | 105 | 107 | 97 | 102 | 100 | 94 | 113 |
| STAT1 blocker | 4 | -54 | -1 | 6 | -6 | -5 | -7 | 1 | -3 | 0 | 6 | -13 |

25: COc1ccc(OC)c(N)c1
26: CCOc1cc(CNCc2ccccn2)ccc1OCC(=O)NC(C)(C)C
27: COc1ccc(CN2C(=O)CN=C2Nc2cccc(C)c2C)cc1
28: COc1cc(/C=N/n2c(C)n[nH]c2=S)ccc1OCc1ccccc1
29: Cc1sc2ncnc(SCC(=O)NNC(=O)COc3cccc4ccccc34)c2c1C
30: Cc1c(Br)cc(C(=O)OC2CCN(C)CC2)c(C)c1C
31: COc1ccc(CCNC(=O)CCCn2nc(C)c([N+](=O)[O-])c2C)cc1OC
32: CC(C)COC(=O)c1ccc2c(c1O)C(=O)c1ccccc1C2=O

| screen / no. | 25 | 26 | 27 | 28 | 29 | 30 | 31 | 32 |
| --- | --- | --- | --- | --- | --- | --- | --- | --- |
| APP 5'UTR act | -17 | -7 | -10 | 54 | -6 | 8 | -4 | 90 |
| FLuc inhib CS | -6 | -4 | -4 | 27 | -2 | -18 | 4 | 39 |
| NF-kB neuron act | 1.1 | 0.8 | 0.95 | 1.9 | 0.98 | 0.88 | 1.1 | 2.1 |
| STAT3 blocker | -3 | 1 | 1 | -21 | 10 | 0 | -4 | 46* |
| RAM network inh | 1.1 | 0.2 | 0.1 | 0.8 | 2.8 | -0.3 | 0.7 | 8.8* |
| Hsp70 activator | -0.1 | -0.4 | 0.0 | 0.1 | -0.1 | -0.3 | 0.0 | -0.1 |
| STAT3 activator | 107 | 104 | 101 | 118 | 98 | 103 | 105 | 65 |
| APP transl inh | 17 | 7 | 10 | -54 | 6 | -8 | 4 | -90 |
| STAT1 act | 91 | 97 | 102 | 144* | 98 | 85 | 99 | 128 |
| STAT1 blocker | 9 | 3 | -2 | -50 | 2 | 16 | 1 | -30 |

33: COc1ccc(Br)cc1/C=N/NC(=O)c1ccc(COc2ccc3c(c2)CCC3)o1
34: CCOC(=O)c1c(-c2ccccc2)oc2ccc(O)c(CN(C)C)c12
35: Cc1cccc(-c2noc(CCCC(=O)N3CCOCC3)n2)c1
36: O=C(CSc1nnc(-c2cccs2)n1-c1ccccc1)N1CCOCC1
37: Cc1ccc(C(=O)OCC(=O)N2CCC(Cc3ccccc3)CC2)cc1N
38: CC(=O)N1CCN(c2ccc(NCc3ccc(F)cc3)cc2)CC1
39: CCCCOc1c(Cl)cc(CNC(C)(C)CO)cc1OCC
40: CCC(C)NCCOCCOc1cc(C)c(Cl)c(C)c1 (stereo not drawn)

| screen / no. | 33 | 34 | 35 | 36 | 37 | 38 | 39 | 40 |
| --- | --- | --- | --- | --- | --- | --- | --- | --- |
| APP 5'UTR act | 4 | -7 | -6 | 10 | -1 | -18 | 14 | 0 |
| FLuc inhib CS | -6 | -5 | -5 | -6 | -7 | -4 | -10 | -2 |
| NF-kB neuron act | 1 | 0.78 | 1.2 | 1.2 | 1.1 | 0.87 | 0.98 | 1.3 |
| STAT3 blocker | -8 | -3 | 6 | 4 | -7 | 25 | 5 | 8 |
| RAM network inh | 4.0 | 2.6 | -0.7 | 1.2 | 0.7 | 2.8 | 0.1 | 0.2 |
| Hsp70 activator | 0.1 | -0.3 | 15* | 0.0 | -0.1 | -0.3 | -0.5 | -0.3 |
| STAT3 activator | 108 | 100 | 100 | 99 | 107 | 85 | 98 | 102 |
| APP transl inh | -4 | 7 | 6 | -10 | 1 | 18 | -14 | 0 |
| STAT1 act | 112 | 98 | 101 | 96 | 109 | 100 | 99 | 88 |
| STAT1 blocker | -13 | 2 | -1 | 4 | -9 | 0 | 1 | 11 |

41: CCn1c(SCC(=O)NCc2ccc3c(c2)OCO3)nnc1-c1cccs1
42: O=C1c2ccccc2-c2onc3ccc(NCCCn4ccnc4)c1c23
43: COc1cccc(C(c2sc3nc(C)nn3c2O)N2CCN(c3ccccc3F)CC2)c1 (stereo not drawn)
44: CSc1n[nH]c(NCc2ccccc2)n1

| screen / no. | 41 | 42 | 43 | 44 |
| --- | --- | --- | --- | --- |
| APP 5'UTR act | -12 | -16 | 27 | 27 |
| FLuc inhib CS | -10 | 4 | -4 | 6 |
| NF-kB neuron act | 0.92 | 0.47 | 0.93 | 1.1 |
| STAT3 blocker | 4 | 34 | 3 | 5 |
| RAM network inh | 0.2 | 38* | -0.6 | 2.1 |
| Hsp70 activator | -0.4 | -0.2 | -0.3 | -0.1 |
| STAT3 activator | 99 | 72 | 98 | 98 |
| APP transl inh | 12 | 16 | -27 | -27 |
| STAT1 act | 102 | 87 | 99 | 99 |
| STAT1 blocker | -2 | 14 | 2 | 1 |

Screens as filed in PubChem BioAssay.

Random draw from the library; overall some 7.7% were active at least once.
